Assay outcomes (PubChem BioAssay)
DT40 TDP1 CPT = DT40-hTDP1 cell growth loss with CPT | chicken DT40 Tdp1-/-;hTDP1 cells + 20 nM CPT, ATP luminescence, 48 h | Potency, µM (top dose mostly 46.2 µM), for the others: top-dose activity change, negative = growth inhibition, most hits filed as inhibitors | 12% of 420,000 active; also: nearly all actives have a fitted effect of over 55% in size
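Chicken DT40 Tdp1-/- cells stably complemented with human TDP1 were seeded at 400 cells/well in medium containing 20 nM camptothecin, exposed to pin-transferred compounds, and grown at 37 °C for at least 48 hr. Viability was read as ATP luminescence.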
DT40 TDP1 no CPT = qHTS for Inhibitors of human tyrosyl-DNA phosphodiesterase 1 (TDP1): qHTS in cells in absence of CPT | DT40 Tdp1-/- hTDP1 cells, no CPT, ATP luminescence, 48 h | Potency, µM (doses to about 46.2 µM), without a hit: at the highest dose activity change, negative = growth inhibition, most hits filed as inhibitors | 15% of 420,000 active | AID 686978, 2013; also: nearly all actives have a fitted effect of over 55% in size
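DT40 Tdp1-/-;hTDP1 cells, no CPT (DMSO vehicle only), 400 cells/well; compounds pin-transferred; ≥48 hr, 37 °C; CellTiter-Glo 30 min RT dark, luminescence read.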
GCN5L2 inh = GCN5L2 (KAT2A) acetyltransferase inhibition | Q92830 | GCN5L2 HAT assay, ThioGlo1 CoA-SH fluorescence | Potency, µM (doses to about 58.9 µM), without a hit: at the top dose activity change, negative = inhibition, actives largely listed as inhibitors | 0.21% of 390,000 active | AID 504327
Target sequence (Q92830 whole entry, looked up): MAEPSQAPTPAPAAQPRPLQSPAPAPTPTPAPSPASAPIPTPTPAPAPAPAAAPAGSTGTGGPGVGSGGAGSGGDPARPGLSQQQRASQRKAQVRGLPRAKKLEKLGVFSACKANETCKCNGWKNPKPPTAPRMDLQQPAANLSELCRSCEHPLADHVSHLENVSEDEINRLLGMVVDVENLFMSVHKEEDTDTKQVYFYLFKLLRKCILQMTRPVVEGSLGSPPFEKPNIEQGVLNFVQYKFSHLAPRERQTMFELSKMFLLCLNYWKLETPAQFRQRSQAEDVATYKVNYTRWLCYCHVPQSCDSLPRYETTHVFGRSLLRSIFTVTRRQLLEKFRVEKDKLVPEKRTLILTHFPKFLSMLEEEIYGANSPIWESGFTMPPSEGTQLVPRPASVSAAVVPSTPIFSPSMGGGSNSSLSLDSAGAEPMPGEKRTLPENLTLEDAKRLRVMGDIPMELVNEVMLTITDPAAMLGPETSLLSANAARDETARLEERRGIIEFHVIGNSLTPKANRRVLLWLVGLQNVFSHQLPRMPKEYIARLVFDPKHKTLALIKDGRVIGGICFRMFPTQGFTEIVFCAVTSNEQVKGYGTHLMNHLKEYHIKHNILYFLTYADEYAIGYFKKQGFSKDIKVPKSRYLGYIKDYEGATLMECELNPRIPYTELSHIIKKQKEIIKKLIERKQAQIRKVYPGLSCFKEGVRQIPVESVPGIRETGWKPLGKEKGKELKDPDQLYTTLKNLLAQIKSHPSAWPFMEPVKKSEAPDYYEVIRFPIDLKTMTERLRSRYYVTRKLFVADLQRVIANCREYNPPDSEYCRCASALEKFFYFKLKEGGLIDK
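ThioGlo1-coupled HAT assay: 20nM GCN5L2, 70uM acetyl-CoA, 75uM H3(1-25) peptide, pH 7.5. Fluorescence read at 340/540nm at start and after 20 min at room temperature.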
* marks the source's active call; other numbers are inactive results; ? = inconclusive; . = no result given; & = joins results of further samples; [ ] = another dose, or the depositor's remark. Calls follow the shape of the dose curve; as a rule, active = well fitted curve in the direction sought with a large enough effect; inconclusive = small, poorly fitted or top-dose-only effect, or another doubt; inactive = no such curve, though single readings can be large; an effect the other way counts as inactive or inconclusive. % is scaled to controls: 0 for no effect and ±100 for the full control effect; potency is read from the fitted curve at half-maximal effect.

SMILES | DT40 TDP1 CPT | DT40 TDP1 no CPT | GCN5L2 inh
COc1ccc(NC(=O)CC2C(=O)N(c3ccc(C)cc3)C(=O)N2Cc2ccc3c(c2)OCO3)cc1 (stereo unspecified) | -29% | ? | 1%
O=C(Nc1ccc(F)cc1)c1ccc(=O)[nH]n1 | 1% | -2% | -30%
c1ccc(-c2cnn3nnnc3n2)cc1 | -7% | 3% | ?
O=C(O)COCC(=O)Nc1ccc2c(c1)oc1ccccc12 | 2% | 14% | -4%
O=C(CCN1CCN(C/C=C/c2ccccc2)CC1)Nc1ccccc1Cl | ? | ? | -6%
CCS(=O)(=O)N1Cc2ccccc2CC1C(=O)N(C)CC(=O)Nc1cccc(F)c1 (stereo unspecified) | -10% | -1% | -4%
COCCn1cnc2c1c(=O)n(CC(=O)NC(=O)NC(C)(C)C)c(=O)n2Cc1ccccc1 | -16% | -20% | -2%
COc1ccc(CCNCC(=O)N2C(C)CCCC2C)cc1OC (stereo unspecified) | 9% | -11% | -9%
CC(=O)Nc1ccc(Nc2cc(C)c3ccccc3n2)cc1 | ? | ? | -9%
CCCC(=O)NCCc1cc2c(C)ccc(C)c2[nH]c1=O | -6% | -13% | 7%
O=C(COC(=O)c1ccc(S(=O)(=O)NCc2ccco2)cc1)NCc1ccccc1 | -5% | -12% | -3%
NC(=O)c1sc2nnc(-c3ccccc3)c(-c3ccccc3)c2c1N | ? | 15µM* | 0%
NC(=O)C1CCN(c2nc(-c3ccc(Br)cc3)cs2)CC1 | 3%&17% | -4%&-8% | -14%&2%&-1%
Cc1ccc(C)c(NC(=O)CN(C)C(=O)CN2C(=O)C3CCCCC3C2=O)c1 (stereo unspecified) | -15% | -3% | -10%
COc1ccc(NC(=O)Cn2nc(-c3ccccc3)c3cnc4ccc(C)cc4c32)cc1 | ? | ? | -11%
COc1ccc(NC(=O)Cn2c3ccccc3c3nc4n(c(=O)c32)CCS4)cc1OC | ? | ? | -8%
COc1ccc(CCC(=O)NC(C)C)cc1 | -7% | -14% | -4%
CC(=O)Nc1cccc(C(=O)NC(C)c2ccc(S(N)(=O)=O)cc2)c1 (stereo unspecified) | 3% | -5% | 1%
CCn1cc(CNC(=O)C2C3CCC(C3)C2C(=O)O)cn1 (stereo unspecified) | -5% | -10% | ?
Cc1nc2ccccn2c1C(=O)N/N=C/c1ccccc1 | 16% | 8% | -15%
COc1ccccc1CNC(=O)Cn1c(=O)oc2cc(S(=O)(=O)NCc3ccccc3)ccc21 | 10µM* | 18µM* | -15%
Cc1ccc(C)c(-n2c(N)c(C(N)=O)sc2=S)c1 | -4% | 2% | 4%
O=C(O)c1cc(N2C(=O)C3C4C=CC(C4)C3C2=O)ccc1N1CCOCC1 (stereo unspecified) | 14% | 10% | 3%
CC(C)(C)n1nnnc1C(c1cccs1)N(Cc1cccnc1)Cc1ccccc1Cl (stereo unspecified) | ? | 18µM* | -10%
CCOc1ccccc1N1CC(C(=O)Nc2ccc(S(=O)(=O)N3CCCCC3)cc2)CC1=O (stereo unspecified) | 13µM* | 13µM* | -7%
CCC(=O)c1c[nH]c(C(=O)NCCCN2CCOCC2)c1 | 5% | -2% | 1%
COc1cccc(N2[C@@H](CC(=O)O)c3ccccc3S2(=O)=O)c1 | 5%&-26% | -22%&-25% | .
CC1=C(CC(=O)O)c2cc(F)ccc2C1=Cc1ccc(S(C)(=O)=O)cc1 | -26% | ? | -6%
CCOC(=O)N1CCN(S(=O)(=O)c2ccc(C(=O)N(CCCN(C)C)c3nc4ccc(Cl)cc4s3)cc2)CC1 | ? | 18µM* | -4%
Cc1ccc2cc(CN(CCN3CCOCC3)Cc3nnnn3Cc3ccco3)c(=O)[nH]c2c1C | ? | -25% | 1%

Laid out differently: results already given
O=C(CCN1CCN(C/C=C/c2ccccc2)CC1)Nc1ccccc1Cl
- DT40 TDP1 CPT: ?
- DT40 TDP1 no CPT: ?
- GCN5L2 inh: -6%

CCS(=O)(=O)N1Cc2ccccc2CC1C(=O)N(C)CC(=O)Nc1cccc(F)c1 (stereo unspecified)
- DT40 TDP1 CPT: -10%
- DT40 TDP1 no CPT: -1%
- GCN5L2 inh: -4%

COCCn1cnc2c1c(=O)n(CC(=O)NC(=O)NC(C)(C)C)c(=O)n2Cc1ccccc1
- DT40 TDP1 CPT: -16%
- DT40 TDP1 no CPT: -20%
- GCN5L2 inh: -2%

Of the compounds above, 7 contain an aryl methoxy group:
SMILES | DT40 TDP1 CPT | DT40 TDP1 no CPT | GCN5L2 inh
COc1ccc(NC(=O)CC2C(=O)N(c3ccc(C)cc3)C(=O)N2Cc2ccc3c(c2)OCO3)cc1 (stereo unspecified) | -29% | ? | 1%
COc1ccc(CCNCC(=O)N2C(C)CCCC2C)cc1OC (stereo unspecified) | 9% | -11% | -9%
COc1ccc(NC(=O)Cn2nc(-c3ccccc3)c3cnc4ccc(C)cc4c32)cc1 | ? | ? | -11%
COc1ccc(NC(=O)Cn2c3ccccc3c3nc4n(c(=O)c32)CCS4)cc1OC | ? | ? | -8%
COc1ccc(CCC(=O)NC(C)C)cc1 | -7% | -14% | -4%
COc1ccccc1CNC(=O)Cn1c(=O)oc2cc(S(=O)(=O)NCc3ccccc3)ccc21 | 10µM* | 18µM* | -15%
COc1cccc(N2[C@@H](CC(=O)O)c3ccccc3S2(=O)=O)c1 | 5%&-26% | -22%&-25% | .

The listing continues.
SMILES | DT40 TDP1 CPT | DT40 TDP1 no CPT | GCN5L2 inh
Cc1cc(C(=O)NC2CCC(C)CC2)c(C)o1 (stereo unspecified) | ? | ? | -3%
Cc1cccn2c(=O)c3cc(C(=O)N4CCCC(C)C4)sc3nc12 (stereo unspecified) | -21% | ? | 4%
Cc1ccc(NC(=O)CN2C(=O)N/C(=C/c3ccc(C)s3)C2=O)cc1 | 3% | 5% | -3%
C1CC1Cc1noc(CN2CCN(C3C4CC5CC(C4)CC3C5)CC2)n1 (stereo unspecified) | -21% | 2% | -4%
O=C1CSC(c2ccccc2[N+](=O)[O-])N1c1cccc(F)c1 (stereo unspecified) | 4% | 5% | -2%
COc1ccccc1C(=O)NNC(=O)CCCN1C(=O)/C(=C/c2cccs2)SC1=S | ? | ? | -13%
Cc1ccc2cc(NC(=O)Cc3ccccc3)ccc2n1 | ? | -15% | -7%
Cc1nc(SCCC(=O)O)c2ccccc2n1 | 2% | -1% | 1%
COc1ccc(CCNC(=O)c2cc3c(=O)[nH]c4ccc(C)cc4c3s2)cc1OC | 13µM* | 12µM* | -5%
CC(Cc1cccs1)NC(=O)c1cccs1 (stereo unspecified) | 31%[activator] | -10% | -5%
Cc1ccc(C)c(NC(=O)C2C(c3ccccc3)C2(Cl)Cl)c1 (stereo unspecified) | ? | ? | 19%
CCOc1ccc(NC(=O)C2CCN(S(=O)(=O)c3c(C)noc3/C=C/c3cccs3)CC2)cc1 | ? | ? | 3%
COC(=O)c1ccc(NC(=O)CC2C(=O)N(c3cccc(OC)c3)C(=O)N2Cc2ccco2)cc1 (stereo unspecified) | 16µM* | ? | 3%
CCOC(=O)c1c(S(=O)(=O)NCC(=O)Nc2ccccc2OC)c(C)n(C)c1C | -5% | -3% | -2%
CC(C(=O)NCc1ccccc1)N1Cc2ccccc2C1=O (stereo unspecified) | 7% | -10% | -5%
CN(C)c1ccc(CNC(=O)Cn2c(=O)oc3cc(S(=O)(=O)NCc4ccccc4)ccc32)cc1 | ? | ? | -14%
COc1ccc(-c2nc(SCC(=O)NCc3ccccc3Cl)n[nH]2)cc1 | 5.8µM* | 7.3µM* | -2%
O=C(NCc1ccc(Cl)cc1)C1CCCN(C(=O)c2ccc(Cl)cc2)C1 (stereo unspecified) | ? | ? | -6%
CN(Cc1ccccc1)C(=O)c1ccc(Nc2nc(C(N)Cc3ccc(C(F)(F)F)cc3)cs2)nc1 (stereo unspecified) | 12µM* | 12µM* | .
COc1cccc(N2C(=O)CN(Cc3ccccc3)C2=S)c1 | -11% | 18% | 0%
Cc1ccc(C)c(NC2=C(Cl)C(=O)OC2OC(=O)c2ccco2)c1 (stereo unspecified) | 23µM* | 23µM* | -9%
CCCc1noc(-c2ccc(-c3ccccc3)cc2)n1 | 4% | -9% | -16%
COc1ccc(-n2c(C)cc(C(=O)CSc3nn4c(=O)c(C(C)(C)C)nnc4s3)c2C)cc1 | ? | ? | 0%
C#CCOc1ccc(/C=N/NC(=O)c2cccnc2)cc1OCC | -15% | 12% | -2%
Cc1ncc([N+](=O)[O-])n1CC(=O)N/N=C/c1ccccc1F | -7% | -7% | -5%
CC1CN(c2nc3ccccc3cc2-c2ccccc2)CC(C)O1 (stereo unspecified) | ? | ? | -10%
C/C=C\C=C/C(=O)Nc1cccc(C2=NOC3(C2)C[C@@H](C(N)=O)N(C(=O)CCCCC)C3)c1 (stereo partly specified) | ? | -4% | -13%
O=C(Cn1nnc2ccccc21)OCC(=O)c1ccc(F)cc1 | 17% | -1% | 4%
CC(=O)Nc1cc(-c2ccccc2Cl)cn2c(-c3ccc(S(C)(=O)=O)cc3)cnc12 | ? | ? | .
Cc1cc(C)nc(N2CCC(C(=O)NCC3CCCCC3)CC2)n1 | -16% | -1% | 2%
COc1ccc(CN2C(=NC(=O)c3ccccc3)SC3CS(=O)(=O)CC32)cc1 (stereo unspecified) | -13% | 4% | 1%
CCn1c(Cc2ccccc2)nnc1SCC(=O)Nc1nc2ccccc2s1 | 4% | 1% | 2%
COc1ccc(OCCCC(=O)Nc2ccc(N3CCOCC3)cc2)cc1 | 0% | -9% | -1%
O=C(OCc1ccc2c(c1)OCO2)c1ccc(S(=O)(=O)N2CCCC2)cc1 | -2% | -19% | -2%
CCOC(=O)CCCNC(=O)COc1ccccc1C#N | 7% | 16% | 0%
O=C(CN1C(=O)NC2(CCc3ccccc32)C1=O)Nc1cccc(F)c1 (stereo unspecified) | -19% | -14% | -14%
COc1ccc2oc(=O)c(/C(C)=N/NC(=O)c3ccncc3)cc2c1 | 1% | -2% | -3%
O=C(Nc1nnc(C2=COCCO2)o1)c1ccc(S(=O)(=O)N2CCCC2)cc1 | ? | ? | -8%
O=C(Nc1cccc(C(=O)N2CCN(c3cccc(Cl)c3)CC2)c1)c1ccccc1 | 16µM* | 26µM* | -27%
COCC(C)NCc1cccc([N+](=O)[O-])c1 (stereo unspecified) | -6% | -7% | -9%
O=c1c(Br)ccc(Br)cc1Br | 0.029µM* | 0.065µM* | .
Cc1ccc(F)cc1NC(=O)CN1CCN(Cc2ccccc2)CC1 | -12% | -20% | -4%
O=C(Nc1cnccn1)c1cccs1 | -27% | -17% | -3%
O=C1CC(c2ccccc2)CCc2sccc2N1 (stereo unspecified) | -6% | -5% | -7%
O=C(c1ccc([N+](=O)[O-])cc1Cl)N1CCN(c2ccccn2)CC1 | -21% | ? | 0%
COc1ccc(-c2nc3scc(CCNS(=O)(=O)c4ccc(NC(C)=O)cc4)n3n2)cc1 | ? | ? | -2%
COc1ccc(Cl)cc1CSc1ncn[nH]1 | 1% | ? | -5%
O=C(Nc1ccc(COc2ccccc2)cc1)c1cccc([N+](=O)[O-])c1 | -3% | -27% | -6%
O=C(NCc1ccccc1)c1cc(C2CCCN(S(=O)(=O)c3cccs3)C2)on1 (stereo unspecified) | ? | ? | .
CC(C)c1nc(SCC(=O)N2c3ccccc3CC2C)c2ccccc2n1 (stereo unspecified) | ? | ? | 1%

Remaining list, next part:
SMILES | DT40 TDP1 CPT | DT40 TDP1 no CPT | GCN5L2 inh
O=S(=O)(Nc1ccc(N2CCOCC2)nn1)c1ccccc1 | -5% | -1% | -3%
CCOC(=O)C1=CCN(S(=O)(=O)c2ccc(Br)cc2)C1c1cccc(C)c1 (stereo unspecified) | ? | 26µM* | .
CCC(C)NC(=O)CSc1n[nH]c(=O)n1CCc1ccccc1 (stereo unspecified) | 12% | 14% | 1%
COC(=O)c1ccccc1NC(=S)NC(NC(=O)c1ccccc1[N+](=O)[O-])C(Cl)(Cl)Cl (stereo unspecified) | 0% | -15% | -8%
C/C(Cc1ccccc1)=N\NC(=O)C1CCCCC1 | 5% | 6% | -3%
Cc1ccc(CCC(=O)Nc2ccc(N(C)C)cc2)o1 | 16µM* | ? | -28%
CCCc1nc(N2CCN(S(=O)(=O)c3ccc(Cl)cc3)CC2)c2c(C)c(C)sc2n1 | ? | ? | 0%
O=C(CCCN1C(=O)/C(=C/c2ccccc2)SC1=S)Nc1ccccc1O | ? | ? | -6%
Cn1ncc(Cl)c(Oc2ccc(C(C)(C)C)cc2)c1=O | ? | ? | -3%
COCCNC(=O)c1ccccc1NC(=O)CCSc1ccccc1 | -10% | 1% | -20%
Cc1ccc(-n2c(=O)cc(NCc3cccnc3)[nH]c2=O)cc1 | 6% | 8% | 3%
Cc1ccc(S(=O)(=O)N(CC(=O)NCc2cccnc2)c2ccc(F)cc2)cc1 | -25% | 18µM* | 0%
